# Compound activity from PubChem BioAssay.
# RXFP1 antagonist – antagonists of human relaxin receptor RXFP1; Q9HBX9; HEK293-RXFP1, relaxin-stimulated cAMP HTRF, 30 min; stronger effect = lower value; activity change, negative = inhibition, % at 57.5 µM; hit rate 0.59% among 350,000; AID 1259400;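 active = activity change of -60% or lower, but not beyond a set lower limit; inconclusive = change between -60% and -40%, or beyond the set limit; inactive = change above -40%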; note: % is set by controls: 0 for no effect and ±100 for the full control effect
# D2 potentiator – positively modulates the human D2 dopamine receptor allosterically; P14416; HEK293 T-REx D2, calcium flux, EC20 dopamine potentiation; potentiation, % at 10 µM; hit rate 0.34% among 340,000; AID 485347;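 active = potentiation over 3 SD above the plate norm, cut at about 30% in these data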; note: 0% is about no effect
#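 Cells plated with tetracycline inducer and held overnight at 30 C; calcium dye loaded 30–90 min at room temperature; baseline taken, compound added and read 180 s; EC20 dopamine then added and read 180 s.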
# RXFP1 agonist – RXFP1 (human) receptor agonism; Q9HBX9; HEK293T-RXFP1 cAMP TR-FRET, 30 min; response scale: percent of porcine relaxin response, buffer zero; Potency, µM (series often up to 57.5 µM), without a hit: at the highest dose activation, actives largely listed as activators; hit rate 0.3% among 370,000; note: potency is the fitted concentration of half-maximal effect; % is set by controls: 0 for no effect and ±100 for the full control effect; nearly all actives have a fitted effect of over 60% in size; many of its hits are not listed in these tables
#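 Agonist response is measured as cAMP accumulation in an RXFP1-transfected HEK293T line under PDE4 inhibition. Values are scaled between buffer-only and 29 nM porcine relaxin, and EC50s come from standard Hill equation fits.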
# D1 PAM – enhances dopamine response at the human D1 receptor; P21728; HEK293 TREx D1 cells, calcium flux, dopamine EC20 potentiation; potentiation, % at 10 µM; hit rate 0.036% among 360,000; AID 504651; in the data active = potentiation above about 30%; note: 0% is about no effect
# Target sequence (P21728 whole entry, looked up): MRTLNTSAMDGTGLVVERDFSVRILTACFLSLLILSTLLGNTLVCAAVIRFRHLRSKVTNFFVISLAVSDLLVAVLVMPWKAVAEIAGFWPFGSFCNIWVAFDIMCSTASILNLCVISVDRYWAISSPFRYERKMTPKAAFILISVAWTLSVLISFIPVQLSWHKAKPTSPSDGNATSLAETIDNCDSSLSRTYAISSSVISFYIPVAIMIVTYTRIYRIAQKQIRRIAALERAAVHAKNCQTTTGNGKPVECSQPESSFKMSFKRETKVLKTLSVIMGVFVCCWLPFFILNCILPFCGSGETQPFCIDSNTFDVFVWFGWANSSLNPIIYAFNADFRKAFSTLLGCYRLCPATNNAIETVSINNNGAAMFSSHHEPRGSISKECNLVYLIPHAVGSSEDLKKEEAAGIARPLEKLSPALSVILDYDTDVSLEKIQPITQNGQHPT
# D1 ag – human D1 receptor agonism; P21728; HEK293 T-REx D1 cells, calcium flux, agonist mode; activation, % at 2 µM; hit rate 1% among 360,000; AID 504660; in the data active = activation above about 30%; note: 0% is about no effect
#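 Agonism was scored from calcium flux recorded over 180 s (1 read/s) after pintool compound addition, following a 10-cycle baseline. Cells were inducible force-coupled HEK293 TREx D1, plated overnight at 30 C and loaded with no-wash calcium dye.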
# Anesthetic bind – binds horse apoferritin like a general anesthetic; P02791; apoferritin/1-aminoanthracene competitive binding, fluorescence; Potency, µM (titrated, usually from 77.5 µM), for inactives: top-dose activity change, negative = displacement, usual class: inhibitors; hit rate 0.074% among 350,000; AID 485281; note: potency is the fitted concentration of half-maximal effect; % is set by controls: 0 for no effect and ±100 for the full control effect; nearly all actives have a fitted effect of over 20% in size
# Target sequence (P02791 2-175 limits assumed): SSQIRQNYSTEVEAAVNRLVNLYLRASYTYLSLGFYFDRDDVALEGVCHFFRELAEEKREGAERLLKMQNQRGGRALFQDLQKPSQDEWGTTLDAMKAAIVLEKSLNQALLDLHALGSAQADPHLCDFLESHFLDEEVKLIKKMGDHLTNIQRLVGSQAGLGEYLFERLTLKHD
#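 In PBS, apoferritin at 10 uM is loaded with 1-AMA from a 50% saturated solution. After 10 min of compound exposure at ambient temperature, reduced 535 nm fluorescence indicates probe displacement.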
# TRHR PAM – allosterically enhances the human TRH receptor; TRHR cells, fluo-8 calcium fluorescence, EC20 TRH enhancement; enhancement, % at 2 µM; hit rate 0.66% among 360,000; AID 493056; in the data active = enhancement above about 30%; note: 0% is about no effect
# Target sequence (P34981 whole entry, looked up): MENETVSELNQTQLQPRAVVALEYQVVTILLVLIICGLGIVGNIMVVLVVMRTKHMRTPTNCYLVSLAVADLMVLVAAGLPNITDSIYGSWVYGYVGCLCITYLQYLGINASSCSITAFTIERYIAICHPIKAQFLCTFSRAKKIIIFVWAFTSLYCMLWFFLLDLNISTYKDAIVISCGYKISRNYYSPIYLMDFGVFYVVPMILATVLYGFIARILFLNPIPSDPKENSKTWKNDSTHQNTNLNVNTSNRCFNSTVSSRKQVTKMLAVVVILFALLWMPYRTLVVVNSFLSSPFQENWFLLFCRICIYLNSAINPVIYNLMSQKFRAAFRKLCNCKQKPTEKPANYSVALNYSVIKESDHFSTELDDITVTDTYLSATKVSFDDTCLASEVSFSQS
#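 Enhancer read-out: after compound pinning and an initial kinetic agonist-mode read, an EC20 of TRH (10 nM final) was injected and fluo-8 calcium signal (Ex 480/Em 530) followed at 1 s/cycle for 100 cycles in TRHR-expressing cells.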
# TRHR ag – activates the human TRH receptor. P34981. TRHR cells, calcium flux fluo-8, FDSS agonist mode. activation, % at 2 µM. hit rate 0.18% among 360,000; in the data active = activation above about 30%; note: 0% is about no effect
#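 TRHR-expressing cells loaded with fluo-8 calcium dye; 23 nL library compound pin-transferred, kinetic FDSS fluorescence (Ex 480/Em 530) recorded about 180 s for agonist-induced calcium release, before a 10 nM TRH EC20 addition for potentiator mode.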
# D1 antag – human D1 dopamine receptor antagonism | HEK293 TREx D1 cells, calcium flux, dopamine EC80; stronger effect = lower value | activity change, negative = inhibition, % at 10 µM | hit rate 3.2% among 360,000; in the data active = activity change below about -30%; note: % is set by controls: 0 for no effect and ±100 for the full control effect
#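 HEK293 T-REx cells expressing inducible, force-coupled D1 receptor; no-wash Ca dye, 30–90 min RT. Cmpd → 180 s read at 1 Hz → EC80 DA → 180 s read.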
# * marks the source's active call; other numbers are inactive results; u = inconclusive; x = not tested or not shown; [ ] = remark or other dose. Unless noted, calls come from the whole dose curve; as a rule, active = well fitted curve in the direction sought with a large enough effect; inconclusive = small, poorly fitted or top-dose-only effect, or another doubt; inactive = no such curve, though single readings can be large; an effect the other way counts as inactive or inconclusive.
RXFP1 antagonist,D2 potentiator,RXFP1 agonist,D1 PAM,D1 ag,Anesthetic bind,TRHR PAM,TRHR ag,D1 antag,Structure
-34,-28,-1.4%,-5,9,x,13,2.1,-8,CC1CCN(C(=O)c2ccc(NC3=C(Cl)C(=O)N(Cc4ccccc4)C3=O)cc2)CC1
-3,-10,1.2%,-2,0,-20%,-2,-0.3,-5,COc1ccc(C(C)=O)c(Oc2nc(CN3CCOCC3)nc3scc(-c4cccs4)c23)c1
-6,7,0.8%,-9,1,-10%,-4,1.0,-12,CN1CCOc2cc(S(=O)(=O)NCc3ccc(S(N)(=O)=O)cc3)ccc21
-6,6,0.7%,-7,11,u,1,0.8,-24,CC1CCN(C(=O)c2ccc(CS(=O)(=O)Cc3ccccc3)cc2)CC1
-7,-9,0.5%,-8,1,-9%,-5,1.0,-7,FC(F)(F)c1nnc2n1N=C(c1cccs1)CS2
-72*,-33,-0.2%,-3,80*,-9%,4,2.0,9,COc1ccc(CNCCC(c2ccc3c(c2)OCO3)c2ccccc2OC)cc1 (stereo not drawn)
-2,0,u,0,1,-9%,-2,-0.6,-20,Cc1cc(OCC(=O)Nc2cc(-c3nn4c(C)nnc4s3)ccc2C)ccc1Cl
x,6,6.1%,-1,17,128%[activator],1,0.2,-13,COc1ccc(-c2cc(-c3ccccc3)c(C#N)c(SCC(O)CS(=O)(=O)Cc3ccc(Cl)cc3)n2)cc1 (stereo not drawn)
-24,7,-11%,-3,0,x,-7,1.1,-9,O=C(O)c1ccccc1N=N/C(=N/Nc1cc(S(=O)(=O)O)ccc1O)c1ccccc1
5,-5,0.4%,-6,0,2%,1,-0.6,-3,O=C(N/N=C/c1ccc2c(c1)OCO2)c1cccc(NC(=O)c2ccccc2Cl)c1
-2,4,-0.1%,-2,5,5%,-4,-0.5,7,O=C(CCC(=O)N1CCN(c2ccc(F)cc2)CC1)N1CCN(c2ccc(F)cc2)CC1
10,1,4.7%,-9,2,-3%,-1,-0.1,7,Cc1cc(C)nc(NC(=O)C(c2ccccc2)c2ccccc2)n1
-3,-8,-0.7%,4,0,-11%,4,-0.5,-4,COC(=O)c1ccc(C(=O)OC)c(NC(=S)N2CCN(c3ccccc3F)CC2)c1
-15,13,5.4%,-6,-1,-3%,3,2.2,5,c1cc2[nH]snc2c2nc(C3CC3)nc12
4,9,0.4%,6,5,-13%,11,-0.4,15,COc1ccc(NS(=O)(=O)c2cc(NC(=O)c3nn(C)c(=O)c4ccccc34)ccc2OC)cc1
-11,12,1.1%,-2,4,-12%,-5,-0.9,-7,N#Cc1ccc(CSc2nnc(NC(=O)C3CCCO3)s2)cc1 (stereo not drawn)
x,3,0.5%,-3,1,-21%,2,0.3,-12,CC(/C=C1\SC(=S)N(NC(=O)c2cccc(O)c2)C1=O)=C\c1ccccc1
-2,10,-1.3%,9,2,-7%,1,-0.8,-2,O=C(NCc1ccco1)C(=O)NCC1OCCCN1S(=O)(=O)c1ccc(Cl)cc1 (stereo not drawn)
x,14,-1.5%,-4,13,u,8,-0.7,0,COc1ccc(CCNC(=O)c2ccc3c(Cl)c4c(nc3c2)CCCC4)c(OC)c1
2,-9,0.5%,6,-1,8%,8,-0.4,-26,COc1ccc(-c2n[nH]c3c2C(c2ccccn2)N(C)C3=O)cc1 (stereo not drawn)

# Of the compounds above, these have a halogen.
RXFP1 antagonist,D2 potentiator,RXFP1 agonist,D1 PAM,D1 ag,Anesthetic bind,TRHR PAM,TRHR ag,D1 antag,Structure
-34,-28,-1.4%,-5,9,x,13,2.1,-8,CC1CCN(C(=O)c2ccc(NC3=C(Cl)C(=O)N(Cc4ccccc4)C3=O)cc2)CC1
-7,-9,0.5%,-8,1,-9%,-5,1.0,-7,FC(F)(F)c1nnc2n1N=C(c1cccs1)CS2
-2,0,u,0,1,-9%,-2,-0.6,-20,Cc1cc(OCC(=O)Nc2cc(-c3nn4c(C)nnc4s3)ccc2C)ccc1Cl
x,6,6.1%,-1,17,128%[activator],1,0.2,-13,COc1ccc(-c2cc(-c3ccccc3)c(C#N)c(SCC(O)CS(=O)(=O)Cc3ccc(Cl)cc3)n2)cc1 (stereo not drawn)
5,-5,0.4%,-6,0,2%,1,-0.6,-3,O=C(N/N=C/c1ccc2c(c1)OCO2)c1cccc(NC(=O)c2ccccc2Cl)c1
-2,4,-0.1%,-2,5,5%,-4,-0.5,7,O=C(CCC(=O)N1CCN(c2ccc(F)cc2)CC1)N1CCN(c2ccc(F)cc2)CC1
-3,-8,-0.7%,4,0,-11%,4,-0.5,-4,COC(=O)c1ccc(C(=O)OC)c(NC(=S)N2CCN(c3ccccc3F)CC2)c1
-2,10,-1.3%,9,2,-7%,1,-0.8,-2,O=C(NCc1ccco1)C(=O)NCC1OCCCN1S(=O)(=O)c1ccc(Cl)cc1 (stereo not drawn)
x,14,-1.5%,-4,13,u,8,-0.7,0,COc1ccc(CCNC(=O)c2ccc3c(Cl)c4c(nc3c2)CCCC4)c(OC)c1

# Next section.
RXFP1 antagonist,D2 potentiator,RXFP1 agonist,D1 PAM,D1 ag,Anesthetic bind,TRHR PAM,TRHR ag,D1 antag,Structure
0,-4,0.3%,1,2,-5%,4,-0.3,-4,C/C(=N\NC(=O)C1CC1)c1ccc(Cl)cc1
-21,-3,8.5%,-2,1,-8%,4,-0.9,-2,CCCCCn1c(N2CCCC2)nc2c1c(=O)n(C)c(=O)n2C
-2,-3,-1.2%,-1,39*,28%,1,12,-38*,N#Cc1ccsc1NC(=O)c1ccc(Cl)c([N+](=O)[O-])c1
x,-21,-4.0%,-3,1,-8%,-3,0.0,-12,COc1ccc(NC2CCCN(C(=O)CCCn3cncn3)C2)cc1 (stereo not drawn)
2,8,-0.6%,-1,4,-9%,0,0.4,26,CC(C)CCNC(=O)c1ccc(NC(=O)C2=CSCCO2)cc1
2,5,1.8%,2,2,-6%,-7,-0.1,18,CCCCCOc1ccc(NC(=O)C2OC3OC(C)(C)OC3C3OC(C)(C)OC23)cc1 (stereo not drawn)
-1,19,0.7%,7,2,-5%,-1,0.0,14,O=C(O)CCN1C(=O)/C(=C\c2ccncc2)SC1=S
1,5,0.6%,0,1,-10%,6,0.2,-8,CCSC1=NCCN1C(=O)c1ccc(S(=O)(=O)N(CC)CC)cc1
-9,1,0.2%,6,1,-1%,1,0.3,0,Cc1nc2cc(NC(=O)c3ccc(N4C(=O)CCC4=O)cc3)ccc2s1
x,-6,0.9%,7,2,3%,-1,-0.4,-4,CCN1C(=O)C(F)(CC)C(=O)c2ccccc21 (stereo not drawn)

# Arranged by molar mass (highest first): some entries from above.
RXFP1 antagonist,D2 potentiator,RXFP1 agonist,D1 PAM,D1 ag,Anesthetic bind,TRHR PAM,TRHR ag,D1 antag,Structure
x,-21,-4.0%,-3,1,-8%,-3,0.0,-12,COc1ccc(NC2CCCN(C(=O)CCCn3cncn3)C2)cc1 (stereo not drawn)
-21,-3,8.5%,-2,1,-8%,4,-0.9,-2,CCCCCn1c(N2CCCC2)nc2c1c(=O)n(C)c(=O)n2C
x,-6,0.9%,7,2,3%,-1,-0.4,-4,CCN1C(=O)C(F)(CC)C(=O)c2ccccc21 (stereo not drawn)

# More entries follow:
RXFP1 antagonist,D2 potentiator,RXFP1 agonist,D1 PAM,D1 ag,Anesthetic bind,TRHR PAM,TRHR ag,D1 antag,Structure
-5,-1,3.0%,-1,2,-13%,4,-0.4,-3,O=C(O)c1ccccc1NC(=S)NC(NC(=O)c1ccccc1[N+](=O)[O-])C(Cl)(Cl)Cl (stereo not drawn)
-1,0,1.3%,8,1,-13%,-4,0.6,4,CC(C)(C)NC(=S)N1CCC(C(=O)c2ccc(Cl)cc2)CC1
-7,x,0.4%,-8,7,-4%,-3,1.7,-8,Cn1c(=O)oc2cc(S(=O)(=O)N3CCN(c4cccc(Cl)c4)CC3)ccc21
x,21,-0.9%,x,2,-3%,3,0.4,2,CCCC1(C(=O)O)NC(c2ccccc2O)C2C(=O)N(Cc3ccccc3)C(=O)C21 (stereo not drawn)
-2,13,-1.2%,-1,1,-3%,5,1.1,-4,C/C(=N/NS(=O)(=O)c1ccc(Cl)cc1)c1ccncc1
x,x,5.9%,2,3,-1%,4,0.4,-23,O=C(Nc1ccc(F)cc1F)c1cc(S(=O)(=O)N2CCCCC2)c[nH]1
x,1,2.7%,6,-4,-6%,-14,-0.4,-19,C#CCNC(=O)C1=C[C@H](c2coc3ccccc3c2=O)C[C@H](OCc2ccc(CO)cc2)O1
-5,7,1.2%,-3,2,-7%,6,-0.1,-12,CCC(C)NC(=O)N[C@@H](CCSC)C(=O)O (stereo partly drawn)
-26,19,2.2%,-4,6,4%,1,-0.2,6,COc1ccc(CN(CCC(c2ccccc2)c2ccco2)C(=O)c2ccco2)cc1 (stereo not drawn)
-14,-8,-1.9%,-3,1,-13%,-1,0.2,-4,COc1cccc(Nc2ccc(Nc3cccc(OC)c3)nn2)c1
x,-6,-1.0%,8,10,-8%,12,1.0,7,O=C1CS(=O)(=O)C2(C(=O)N(Cc3ccccc3)c3ccccc32)N1c1ccc(F)c(Cl)c1 (stereo not drawn)
1,x,-0.3%,-3,3,2%,2,1.3,7,Cn1c(=O)[nH]c(=O)c2c1nc(N1CCc3ccccc3C1)n2CCSc1nc2ccccc2s1
4,7,0.9%,-3,2,3%,3,-2.0,27,COc1cc(CN(C(=S)NCC(=O)O)C2CCCC2)cc(OC)c1OC
-22,-7,-5.7%,-8,2,-8%,6,-0.1,-30*,CC(C)(C)OC(=O)N1CCC(c2c(C(=O)Nc3ccc4c(c3)OCCO4)cnn2-c2ccccc2)CC1
-6,-2,2.5%,-3,4,-10%,-1,-0.2,-49*,Cc1cc(Cl)ccc1NC(=O)c1cccc(NC(=O)N2CCSc3ncccc32)c1
-8,x,0.4%,5,3,-4%,4,0.0,-2,O=C(CC1C(=O)NCCN1C(=S)Nc1ccccc1)Nc1ccc(F)cc1 (stereo not drawn)
14,-14,2.6%,4,2,-14%,-2,0.3,2,O=C1C2CC=C(Cl)CC2C(=O)N1CCc1ccccc1 (stereo not drawn)
x,3,5.9%,1,1,15%,5,-1.6,-1,COc1ccc(CCNC(=O)CCCn2c(=O)c3ccccc3n(Cc3ccc(F)cc3Cl)c2=O)cc1OC

# These rows are one share of the data, so the mix of outcomes need not match the whole.
